ERK EGF block = inhibitors of EGF-stimulated ERK signaling pathway; AID 1454; HEK293-V1b, EGF-stimulated phospho-ERK AlphaScreen; hit rate 0.41% among 130,000; Potency, µM (top dose mostly 11.5 µM), for inactives: top-dose activity change, negative = inhibition, actives largely listed as inhibitors; active = well fitted inhibition curve with a large enough effect; inconclusive = small, poorly fitted or top-dose-only effect, or effect the other way;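 also: plate controls were stimulated vehicle wells for no effect and unstimulated vehicle basal for full effect; nearly all actives have a fitted effect of over 55% in size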
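V1b-HEK293, 1% FBS o/n; cpd 30 min 37C; EGF 25 nM final, 5 min; lyse 10 min; AlphaScreen beads 5 h RT. Normalized DMSO basal vs EGF max; Hill AC50.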
* marks the source's active call; other numbers are inactive results; ? = inconclusive; [ ] = another dose, or the depositor's remark. Potency is read from the fitted curve at half-maximal effect. A portion of the library (hit frequency here may not be typical).

no.	SMILES	ERK EGF block
1	Cc1ccc(-c2nc3ccccc3[nH]2)cc1NC(=O)c1sc2cc(Cl)ccc2c1Cl	8%
2	CC(=O)Nc1ccc(NS(=O)(=O)c2ccc3[nH]c(=O)[nH]c3c2)cc1	-3%
3	O=C(O)c1cccc(N=NN2CCOCC2)c1	3%
4	O=C(CN1CCOCC1)N/N=C/C=C/c1ccccc1	3%
5	CCC1(CC)NC(=O)N(CC(=O)OCC(=O)NC(=O)c2ccccc2)C1=O	-2%
6	CN(C)/C=C(\C=O)c1c(Cl)cccc1Cl	-6%
7	COc1ccccc1N(C)S(=O)(=O)c1ccc(C(=O)OCC(=O)N2CCCCCC2)cc1	29%
8	CCN(CC)S(=O)(=O)c1ccc(OC)c(NC(=O)c2ccc3c(c2)OCO3)c1	-7%
9	Cc1nc2ccccc2c(=O)n1NC(=O)C1CC1C (stereo not drawn)	1%
10	O=C(NCCc1ccccc1)Nc1ccc2c(c1)OCO2	9%
11	O=C1CCc2cc(S(=O)(=O)NC(Cc3ccccc3)C(=O)N3CCN(c4ccccn4)CC3)ccc2N1 (stereo not drawn)	-5%
12	O=C(OCCOc1ccc(Br)cc1)c1ccc(Cl)nc1	2%
13	Cc1cc(C)n(-c2cc(C(C)(C)C)nc3c(-c4ccccc4)cnn23)n1	3%[57.5 µM]
14	CCC1(c2ccc(F)cc2)NC(=O)N(CC(=O)Nc2ccc(C)c(S(=O)(=O)N3CCOCC3)c2)C1=O (stereo not drawn)	-1%
15	O=[N+]([O-])c1ccc2c(c1)nc1n2CCN(c2ccccc2)C1	?
16	CC(C)CN(C(=O)CN1CCN(c2ccccc2F)CC1)c1c(N)n(CC(C)C)c(=O)[nH]c1=O	6%
17	COc1ccc(N/C(=C/[N+](=O)[O-])SC)cc1	-3%
18	CC(C)Cn1c2c(c(=O)[nH]c1=O)C(NS(=O)(=O)c1ccc(Cl)cc1)(C(F)(F)F)C(=O)N2 (stereo not drawn)	-1%[57.5 µM]
19	Cc1ccc(C)c(NC(=O)CSc2nnc(-c3ccncc3)o2)c1	-1%[57.5 µM]
20	CC(C)CCN1CCN(Cc2cccc(-n3cccn3)c2)CC1CCO (stereo not drawn)	-4%
21	C=CCOc1ccc(CN(C)CC(=O)Nc2ccc3c(c2)CCC3)cc1	0%
22	COc1cccc(-n2nnc3c(=O)n(CC(=O)OCc4ccccc4)cnc32)c1	7%
23	CS(=O)(=O)N1CCC[C@@]2(CCN(Cc3nccs3)C2)C1	8%
24	CN(C)C(CNC(=O)Cc1cccc(C(F)(F)F)c1)c1ccco1 (stereo not drawn)	-5%
25	Cc1ccc(OCCn2c(Br)nc3c2c(=O)n(C)c(=O)n3C)cc1	5%
26	O=C(NC[C@@H](O)CO)c1c(I)c(C(=O)NC[C@@H](O)CO)c(I)c(N(CCO)C(=O)CO)c1I	20%[25.7 µM]
27	Cc1cccc(OCc2nnc(NC(=O)Cc3cccs3)s2)c1	6%
28	Cc1cccc(NCC(=O)N/N=C/c2ccc(Br)cc2)c1	2%
29	COc1cccc(NC(=S)N(CCc2c(C)[nH]c3ccccc23)Cc2cccs2)c1	4%
30	COC(=O)c1ccc(=O)n(Cc2ccco2)c1	-4%[57.5 µM]
31	COC(=O)N1C(c2ccccc2)=Cc2ccccc2C1C1(C(=O)OC)CCCC1=O (stereo not drawn)	-6%
32	Cc1nc(SCc2ccc(C(=O)O)cc2)nc2c1CCCC2	-6%
33	Cc1sc(NC(=O)/C=C/c2ccco2)c(C(=O)O)c1C	-5%[57.5 µM]
34	CCn1nc(C)c(CN2CCCC(CO)(Cc3ccccc3)C2)c1C (stereo not drawn)	8%
35	Cc1ccccc1C(=O)NNC(=O)CSc1nnc(-c2ccncc2)n1-c1ccccc1	0%
36	Cc1c(Cc2ccccc2)c(=O)oc2cc(OCC(N)=O)ccc12	-6%
37	COc1ccc(/C=C2/SC(=O)N(CCC(=O)Nc3ccc(S(=O)(=O)Nc4nccs4)cc3)C2=O)cc1	3%
38	COc1cc(/C=C/C(=O)Nc2ccc3[nH]c(=O)[nH]c3c2)cc(OC)c1OC	4%
39	CCCCc1nnc(NC(=O)C2CC(=O)N(c3ccc(C)cc3)C2)s1 (stereo not drawn)	3%
40	Cc1cnc(CNc2ncnc3ccc(-c4ccccc4C#N)cc23)cn1	20%
41	O=C(CCc1ccccc1)NCCC1=CCCCC1	0%
42	O=C(c1ccccc1)C1Oc2ccccc2C2CC(c3cccs3)=NN12 (stereo not drawn)	-9%
43	COc1ccc(/C=C2\Oc3cc(OC(=O)N4CCOCC4)ccc3C2=O)c(OC)c1	15%[57.5 µM]
44	N=c1c2c(n(Cc3ccc(F)cc3)c3c1CCC3)CCCC2	-1%
45	C=CCN(C(=O)c1ccc(Cl)cc1)c1ccccc1C(=O)NCC(=O)O	-2%[57.5 µM]
46	Cc1cc(C)n2c(SCC(=O)NC3CCCCC3)nnc2n1	9%
47	CCOc1ccc(N=Nc2cc(C(C)C)ccc2O)cc1	?
48	CCCCNC(=O)NS(=O)(=O)c1ccc(C)cc1	-10%[57.5 µM]
49	CCS(=O)(=O)N1CCN(c2ncnc3sc(C)c(C)c23)CC1	-6%
50	COc1ccc(C)cc1NC(=O)COC(=O)c1ccc([N+](=O)[O-])o1	6%

Random excerpt: 2 compounds from above
no.	SMILES	ERK EGF block
32	Cc1nc(SCc2ccc(C(=O)O)cc2)nc2c1CCCC2	-6%
36	Cc1c(Cc2ccccc2)c(=O)oc2cc(OCC(N)=O)ccc12	-6%

The listing continues.
no.	SMILES	ERK EGF block
51	CC(C)(C)c1nnc(NC(=O)Cc2ccc(Br)cc2)s1	3%
52	O=C(NCC1CCOCC1)c1ccc(OC2CCN(Cc3ccccn3)CC2)cc1	9%
53	Cc1nc([N+](=O)[O-])c(SCC(N)=O)n1Cc1ccccc1	-9%
54	CC(C)(C)C1CCc2c(sc3nc(SCC(N)=O)nc(N)c23)C1 (stereo not drawn)	6%
55	O=C(NCCCN1CCCC1=O)c1ccc2c(=O)n(Cc3ccco3)c(=S)[nH]c2c1	-5%
56	CCOc1ccc(-n2c(-c3ccco3)nc3c(cnn3-c3ccc(C)cc3)c2=O)cc1	-2%[57.5 µM]
57	COc1ccc(NC(=O)N2CC[C@@]3(CCCN(C(C)=O)C3)C2)cc1	-8%
58	COc1ccc(C(C)=O)cc1CSc1nnc(SCc2cc(C(C)=O)ccc2OC)s1	-7%[57.5 µM]
59	COc1cc(CC(=O)OCC(=O)Nc2ccc([N+](=O)[O-])cc2)cc(OC)c1OC	-7%
60	COc1ccccc1/C=C/C=N\N1CCN(Cc2ccccc2Cl)CC1	18µM*
61	NS(=O)(=O)c1cccc(NC(=O)COc2ncnc3c2cnn3-c2ccccc2)c1	22%
62	O=C(NCc1ccc(F)cc1)c1nc(-c2cccs2)no1	4%
63	Cc1cc(NS(=O)(=O)c2ccc(NC(=O)c3cc(-c4ccccc4Cl)nc4ccccc34)cc2)no1	7%
64	O=C(c1ccncc1)N1CCC2(CC1)CCN(c1ccc(-c3ccccc3)cc1)CC2	-4%
65	CC(=O)O/N=C(/c1nonc1N)N(C)C	9%
66	Nc1c(-c2ccsc2)cnc2ncnn12	4%
67	CCOc1ccc(Cn2c(O)cc(=O)[nH]c2=O)cc1	4%
68	Cc1c(Br)c([N+](=O)[O-])nn1CC(=O)Nc1nccs1	7%
69	Cc1cc(Oc2ccc(=O)n(C)n2)nc(SCCOc2ccccc2)n1	4%[57.5 µM]
70	Cc1ccc2[nH]c(=O)c(CN(C(=O)c3cccc([N+](=O)[O-])c3)C(C)(C)C)cc2c1	?
71	Cc1ccc(NC(=O)c2nc[nH]c2C(=O)N2CCN(c3ccccc3)CC2)cc1	15%[57.5 µM]
72	Cc1ccc(NC(=O)Cn2cnc3c(nnn3Cc3ccc(F)cc3)c2=O)cc1	-3%
73	CCCCN(CCCC)CCNC(=O)c1ccc2nc(-c3ccccc3NC(C)=O)c(=O)[nH]c2c1	-7%
74	CCOc1cc(/C=N/O)ccc1OCc1ccc(C)cc1	-1%
75	COCCNC(=O)c1cnn2c(C(F)(F)F)cc(-c3ccc(C)cc3)nc12	0%
76	CC(C)C(=O)Nc1ccc(C(=O)NN2C(=O)c3ccccc3C2=O)cc1	11%
77	CCOC(=O)CCCNS(=O)(=O)c1c(C)ccc2nsnc12	0%
78	Cn1cnc([N+](=O)[O-])c1Oc1ccccc1	8%
79	CCCCNC(=S)NNC(=O)c1cccnc1	9%
80	CCN1C(=O)[C@@H]2C(C(=O)c3cnccn3)=NN[C@@H]2C1=O	-2%[57.5 µM]
81	O=C1CC(C(=O)Nc2ccc(Cl)cc2)S/C(=N\N=C\c2ccco2)N1 (stereo not drawn)	7%[57.5 µM]
82	CC(C)CN(CC(C)C)C(=O)c1cccc(S(=O)(=O)N2CCc3ccccc32)c1	6%
83	COc1ccc(CC2(CO)CCN(S(=O)(=O)c3c(C)nn(C)c3C)CC2)cc1	3%
84	CC(=O)Nc1ccccc1OCC(=O)NCC(F)(F)F	-7%
85	CCn1c(NC(=O)C(C)C)c(-c2ccccc2)c(=O)c2ccccc21	0%[57.5 µM]
86	CCOc1nsc(OCC)n1	-3%[57.5 µM]
87	Nc1ccc(C(=O)OCc2ccncc2)cc1[N+](=O)[O-]	-5%
88	O=C(Cn1cc([N+](=O)[O-])cn1)NCCc1c[nH]c2ccccc12	-3%
89	COC(=O)N/N=C/c1cc(C)n(-c2ccc(Br)cc2)c1C	?
90	Cc1cc(C(=O)COC(=O)C(C)NC(N)=O)c(C)n1Cc1ccco1 (stereo not drawn)	9%
91	CCOC(=O)C1=C(c2ccccc2)NC(N)=NC1c1ccc(OCc2ccc(Cl)cc2)c(OC)c1 (stereo not drawn)	5%[57.5 µM]
92	COc1ccc(OC)c(/C=C/c2c([N+](=O)[O-])c(=O)n(C)c(=O)n2C)c1	0%[57.5 µM]
93	O=C(N/N=C/c1ccccn1)c1cc(-c2ccc(Cl)cc2)nc2ccccc12	2%
94	COc1ccc(CC(=O)Nc2nc(-c3cccc([N+](=O)[O-])c3)cs2)cc1	-1%
95	C/C(=N\NC(=O)CSc1nc(C)cc(C)n1)c1cccc([N+](=O)[O-])c1	-8%
96	CCn1c(CCNC(=O)c2ccc(OC)cc2)nnc1SCc1ccc(Cl)cc1Cl	2%
97	O=C(Cc1ncc(C(F)(F)F)cc1Cl)NCCc1ccccc1	3%
98	CCCCN=C1C([N+](=O)[O-])=CC=C2C1=NC1(CCCCC1)N2O	?
99	O=C(O)CC1=C(Nc2ccccc2)C(=O)N(c2ccccc2)C1c1ccc(Br)cc1 (stereo not drawn)	-4%
100	O=C(CNC(=O)Cc1ccc(Cl)cc1)NCc1ccco1	-2%

A second format for 4 compounds above.
92: COc1ccc(OC)c(/C=C/c2c([N+](=O)[O-])c(=O)n(C)c(=O)n2C)c1
  ERK EGF block: 0%[57.5 µM]
93: O=C(N/N=C/c1ccccn1)c1cc(-c2ccc(Cl)cc2)nc2ccccc12
  ERK EGF block: 2%
94: COc1ccc(CC(=O)Nc2nc(-c3cccc([N+](=O)[O-])c3)cs2)cc1
  ERK EGF block: -1%
95: C/C(=N\NC(=O)CSc1nc(C)cc(C)n1)c1cccc([N+](=O)[O-])c1
  ERK EGF block: -8%

(cont.)
no.	SMILES	ERK EGF block
101	CC1CC(=S)Nc2ccccc2S1 (stereo not drawn)	19%
102	CC(=O)Nc1cc(-n2cnnn2)ccc1C	-8%
103	Cc1ccc(Nc2cc(C)nc3ncnn23)c(Cl)c1	3%
104	CC(C)c1ccc(C(=O)NC(=S)NCc2cccnc2)cc1	16%
105	CCOC(=O)c1cnc(SCC(=O)N2CCOCC2)nc1N	-3%
106	CC(C)=CCN1CCN(Cc2cccnc2)CC1CCO (stereo not drawn)	9%
107	Cc1cc(C)n2nc(C(=O)NC3CCCc4ccccc43)nc2n1 (stereo not drawn)	5%
108	CCOc1cc(CC(=O)N[C@@H](CC(C)C)c2ccccc2N2CCCCC2)ccc1C(=O)O	?
109	COC(=O)N1CCC2(CCCN(Cc3ccc(C#N)cc3)C2)CC1	9%
110	COC(=O)c1cccc(C23CC4(C2)[C@H](CN(Cc2ccc(-c5ccccc5)cc2)[C@@H]4c2ccccc2)C3c2ccc(Cl)nc2)c1 (stereo partly drawn)	-8%
111	C=CCOC(=O)C1=C(C)Nc2[nH]c(=O)[nH]c(=O)c2C1c1cccc(OC)c1 (stereo not drawn)	-5%
112	Cc1nc2cc(-c3ccccc3)sc2c(=O)n1N	4%
113	CC1(C)SC[C@H](C(=O)Nc2cccc(Cl)c2)N1C=O	-2%[57.5 µM]
114	Cc1ccc(NC(=O)Nc2ccc3c(c2)OCO3)nc1	-3%
115	O=C1C=C(Nc2ccccc2C(=O)O)c2ccccc2C1=O	-2%[57.5 µM]
116	Cc1nc2ncccn2c1-c1csc(NCc2ccco2)n1	-1%
117	C/C=C(/C)C(=O)Nc1cccc(C2=NOC3(C2)C[C@@H](C(N)=O)N(C(=O)CC(c2ccccc2)c2ccccc2)C3)c1 (stereo partly drawn)	-5%[57.5 µM]
118	Cc1cccc(C(C)(C)C)c1OCCOCCN1CCCC1	4%
119	CCCn1c(SCC(=O)N(CC)CC)nnc1-c1ccncc1	8%
120	CCSc1nc2ccccc2n1CC(=O)O	1%
121	CN1CCC(=NNC(=O)COc2ccc(Cl)cc2)CC1	-7%
122	O=C1CC(c2ccc(O)cc2)Oc2ccccc21 (stereo not drawn)	20%
123	COc1ccc(Nc2nc(-c3ccccc3)nc3ccccc23)c(OC)c1	-5%

Assay outcomes: PubChem, National Center for Advancing Translational Sciences (NCATS)
